NR2E3 ag-1: inhibitors of NR2E3-RetCOR corepressor binding, primary screen, NR2E3 agonist project, biochemical, TR-FRET, GST-NR2E3, biotin-RetCOR; Photoreceptor-specific nuclear receptor (Homo sapiens), Q9Y5X4; 1536-well; inhibition of corepressor binding, % at 4.78 µM; 320,000 compounds, 0.12% hits; AID 2300, 2010;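 active means percent inhibition above the cutoff of mean plus 3 SD of all tested compounds, set per screening campaign, cut at about 20% in these data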;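 further: 0% = DMSO wells and 100% = biotin wells as full block of FRET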
Target sequence (Q9Y5X4 whole entry, looked up): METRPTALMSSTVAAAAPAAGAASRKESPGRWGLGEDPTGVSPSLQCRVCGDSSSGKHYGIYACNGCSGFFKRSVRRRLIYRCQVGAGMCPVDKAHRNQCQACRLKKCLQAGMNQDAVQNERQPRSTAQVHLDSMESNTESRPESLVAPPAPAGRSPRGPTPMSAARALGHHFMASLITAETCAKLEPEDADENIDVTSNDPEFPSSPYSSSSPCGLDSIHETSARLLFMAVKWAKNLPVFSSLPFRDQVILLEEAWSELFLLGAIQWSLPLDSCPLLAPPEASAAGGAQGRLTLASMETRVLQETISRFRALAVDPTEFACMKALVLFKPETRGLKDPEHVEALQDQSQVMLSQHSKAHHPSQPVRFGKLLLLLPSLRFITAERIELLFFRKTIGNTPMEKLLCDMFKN
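Material: NR2E3–RetCOR corepressor complex | Quantity: 1.35 nM GST-tagged NR2E3 final | Schedule: 5 h at 4 °C | Replication: Singlicate compound wells | Reagent: RetCOR corepressor, biotinylated, 7 nM | Controls: Biotin wells as high control, 0.6% DMSO wells as low control | Signal: TR-FRET, Eu(K)-anti-GST donor, streptavidin-D2 acceptor, ex 340, em 617/671 nm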
CF NFkB block: inhibitors of PAF-induced NF-kB signaling, primary screen, cell-based, GFP fluorescence, uHTS. KKLEB NF-kB-GFP reporter, GFP fluorescence overnight. inhibition, % at 5 µM. 360,000 compounds, 0.86% hits. AID 588850, 2011;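 active means at least 50% inhibition at 5 µM, scaled per plate between neutral and stimulator controls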;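 further: PAF is a Pseudomonas aeruginosa culture filtrate used as stimulus; plate controls were PAF-stimulated DMSO wells for no effect and unstimulated DMSO wells for full effect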
iPSC survival up: enhancers of single-cell hiPSC survival, primary screen, ATPlite luminescence; 100% = ROCK inhibitor wells, 0% = DMSO; survival enhancement, % at 20 µM; 360,000 compounds, 0.044% hits; AID 602274, 2012; in the data active means survival enhancement above about 18%;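 further: cells exposed to compounds for 16 hours before the ATP read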
NR2E3 ag-2: NR2E3 agonists in two-hybrid cells, primary screen, cell-based, luminescence, CHO-S, Gal4-NCOR/VP16-NR2E3; Photoreceptor-specific nuclear receptor (Homo sapiens), Q9Y5X4; luciferase; inhibition of corepressor binding, % at 3.98 µM; 360,000 compounds, 0.35% hits; AID 602229, 2012;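 active means inhibition above the mean of all tested compounds plus 3 SD, cut at about 70% in these data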;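 further: 0% = DMSO with NR2E3 transfected cells and 100% = cells lacking NR2E3 construct; higher means lower luciferase signal from less NR2E3 corepressor binding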
HIF-2a block: HIF-2a reporter inhibitors, primary screen, luminescence, 786-0 RCC cells; 786-0 RCC cells HIF-2a reporter, luciferase luminescence, overnight; inhibition, % at 18.8 µM; 360,000 compounds, 0.72% hits;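 active means inhibition of the luminescence signal of 40% or more relative to plate controls, in a single-dose primary screen at 18.75 µM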
Peg3 promoter: Peg3 promoter-driven luciferase inhibitors, primary screen, cell-based, HeLa, luciferase luminescence. 360,000 compounds, 1.7% hits. AID 588405, 2011. HeLa PEG-Prom luciferase reporter, overnight. inhibition, % at 20 µM;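 active means inhibition of at least 50% at 20 µM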
aDG glyco act: activators of alpha-DG glycosylation, primary screen, uHTS, Pro5-aDG cells, AlphaScreen; AID 624168, 2012; 360,000 compounds, 0.22% hits; alpha-DG glycosylation AlphaScreen (IIH6); 0% Pro5, 100% B10-LARGE cell signal; activation, % at 10 µM;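 active means activation of at least 8% versus controls, or a plate z-score of at least 8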;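 further: Pro5 are CHO cells carrying HIG-tagged alpha-DG that lacks glycosylation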
TWEAK-Fn14 inh: inhibitors of TWEAK-Fn14 signaling, primary screen, luciferase reporter cells, uHTS; inhibition, % at 10 µM; 360,000 compounds, 2% hits; TWEAK-stimulated Fn14 reporter cells, luciferase luminescence, 8 h; in the data active means inhibition above about 50%
TRPM1 prom inh: inhibitors of MITF-dependent TRPM1 promoter reporter, primary screen, cell-based, SK-MEL-5, single point, luciferase; SK-MEL-5 TRPM1 promoter luciferase, 24 h; inhibition, % at 12.5 µM; 330,000 compounds, 0.83% hits; AID 488899, 2010;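 active means mean inhibition across replicates of 60% or more, whatever share of single replicates reaches that level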; further: values of inactives mirror those of a sister screen read the other way
Shn3 3UTR inh: reduction of Shn3 3'UTR firefly luciferase signal, primary screen, Schnurri-3 inhibitor project, cell-based, Clone20 osteoblasts, set 2. Clone20 osteoblast Shn3 3'UTR firefly luciferase, 24 h. inhibition, % at 12.5 µM. 360,000 compounds, 0.52% hits;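 active means mean inhibition of at least 75% with every replicate also reaching 75%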;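 further: 0% = median of neutral control wells and 100% = pilot-screen positive control compound; some compounds past the cut are filed as inactive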
KKLEB cytotox: cytotoxicity in KKLEB CF airway cells, primary screen, cytotoxicity control for CF NF-kB inhibitor project, cell-based, uHTS, fluorescence assay plates. KKLEB CF airway cells viability, ATPlite luminescence, overnight; active compounds read low; cells stimulated with P. aeruginosa culture filtrate. activity change (cytotoxicity), % at 5 µM. 360,000 compounds, 0.36% hits. AID 602141, 2011;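 active means corrected activity change at or below -50% at 5 µM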
Numbers without * were called inactive; . = not tested or not shown.

SMILES	NR2E3 ag-1	CF NFkB block	iPSC survival up	NR2E3 ag-2	HIF-2a block	Peg3 promoter	aDG glyco act	TWEAK-Fn14 inh	TRPM1 prom inh	Shn3 3UTR inh	KKLEB cytotox
CCOc1ccc(N2CC(C(=O)NC3CCCCCC3)CC2=O)cc1 (centres undefined)	-3	-10	-0.4	3	17	7	0.0	-1	-4	-12	5
Cc1ccccc1OCCCCCn1ccnc1	3	-8	1.9	5	-15	3	1.0	-23	2	15	11
O=C(NCCO)c1cc(-c2cc(C(=O)NCCO)c3ccccc3n2)nc2ccccc12	3	-12	0.1	7	1	9	0.0	-41	2	-25	1
COc1cccc(-c2nc(CS(=O)CC(=O)NCc3ccccc3Cl)c(C)o2)c1 (centres undefined)	0	2	2.5	-34	-24	0	0.7	15	10	2	-2
CC(C)[C@H](NC(=O)c1ccccc1)C(=O)OCC(=O)/C=C1/N(C)c2ccccc2C1(C)C	7	17	0.0	3	11	22	4.0	5	11	43	-39
COc1ccccc1-c1csc(C(NC(C)=O)c2ccc(F)c(F)c2)n1 (centres undefined)	.	10	2.9	2	-31	-22	0.3	-13	.	4	-3
Clc1ccc(Cc2nn3c(Cn4nnc5ccccc54)nnc3s2)cc1	-4	11	3.9	-12	13	8	0.7	-12	2	25	15
Cc1cccc2c(=O)c(-c3ccc4c(c3)OCO4)c(NC(=O)c3ccco3)oc12	-1	13	0.1	0	-14	-6	0.8	-36	-5	-5	0
Cc1cc(C)nc(NC(=NCCc2c[nH]c3ccccc23)NC(=O)Nc2ccccc2)n1	1	42	2.1	-16	-4	52*	-0.6	43	-7	49	-9
O=C(CSc1nc2ccc(Nc3nc(N4CCOCC4)nc(N4CCOCC4)n3)cc2s1)N1CCOCC1	4	4	-0.2	-3	5	20	-0.3	-2	5	10	-11
COC(=O)CNC(c1ccccc1Cl)c1cc(Br)ccc1NS(=O)(=O)c1ccc(C)cc1 (centres undefined)	-2	31	2.0	4	27	31	0.4	-1	34	18	-15
COC(=O)c1[nH]c2ccc(C)cc2c1NC(=O)CN1CCN(c2ccccc2)CC1	0	1	-2.3	8	23	37	1.4	48	25	60	0
COc1ccc(Cl)cc1N(CC(=O)Nc1ccccc1C(=O)NCc1ccco1)S(C)(=O)=O	5	-3	1.1	5	-2	10	0.0	-9	0	-17	9
c1ccc(-c2cnc(CSc3ncnc4sccc34)o2)cc1	-1	-2	-4.1	-20	-116	-89	0.0	-14	0	-33	-6
CC(CCc1ccccc1)NC(=O)c1cnc(Cl)c(Cl)c1 (centres undefined)	0	-1	-0.3	9	8	16	0.1	7	-1	-12	0
COc1ccc(NC(=O)CN2CCN(CC(=O)Nc3ccccc3Cl)CC2)cc1Cl	-2	7	-1.1	-13	-6	-7	0.4	-27	-2	18	-3
Cc1noc(C)c1S(=O)(=O)NC1CCCc2ccccc21 (centres undefined)	3	-17	3.3	-20	-7	9	0.0	8	6	-4	2
COc1ccccc1/C=C/C(=O)OCCN1C(=O)c2ccccc2C1=O	1	-9	0.1	3	-11	-4	0.0	-16	1	-2	3
Cc1[nH]n(C(N)=S)c(=O)c1N=Nc1ccc([N+](=O)[O-])cc1Cl	.	1	0.2	4	-148	-114	1.1	-20	-46	-20	4
Cc1ccc(NC(=O)CC(O)(C(F)(F)F)C(F)(F)F)cc1	-2	9	-0.8	1	13	16	0.3	0	2	15	7
Cc1c(C)c2ccc(OCC(=O)NCCc3c[nH]c4ccccc34)c(C)c2oc1=O	-2	-28	5.0	6	1	2	0.1	-1	-10	-3	13
C=CCNC(=S)NC(=O)c1csc([N+](=O)[O-])c1	-4	12	0.8	-12	-5	5	0.2	-23	8	-10	-5
Cc1cc(C2C(=O)c3ccccc3C2=O)c(C)c(C)c1C	-2	-1	0.6	-35	11	2	-0.1	4	2	-18	11
O=C(NCc1ccccn1)c1cc(Br)ccc1Cl	2	-17	0.2	0	-39	-33	0.2	-16	-5	-18	-3
CSc1ccccc1N=Cc1nc(-c2ccccc2)oc1O	0	-10	5.9	-32	-38	-19	-0.1	-30	-13	-62	-8
COc1cc(-c2cc(=O)c3c(O)cc(O)cc3o2)ccc1O	0	39	0.6	10	-67	-58	-0.5	28	.	-61	0
COc1ccc(C2CC(c3ccccc3)=NN2C(=O)COC(=O)c2cccc(S(=O)(=O)N3CCOCC3)c2)cc1 (centres undefined)	2	-5	-0.5	-28	-4	7	0.2	-42	0	1	-7
Cc1ccc(CNc2cc(C(=O)O)ccc2Cl)s1	5	1	-0.5	-28	-15	-7	-0.1	-11	1	-14	-4
N#CC1C(=N)Cc2ccccc2-c2ccccc21 (centres undefined)	.	2	1.8	-11	-12	33	0.1	43	6	-23	-17
Cc1cc2nc(SCC(=O)Nc3nonc3C)c3c(c2cc1C)CCCC3	2	19	1.0	-13	4	17	2.6	-32	0	-15	-18
O=C(CN1CCN(Cc2ccccc2F)CC1)Nc1ccccc1Cl	-4	24	-0.5	-27	1	-1	0.0	-20	1	-13	-14
CCOC(=O)/C(C#N)=C(/C)c1ccc(OC)cc1	1	11	-2.3	0	-23	-3	-0.1	5	0	11	0
O=[N+]([O-])c1ccc(C(=S)N2CCCC2)cc1	5	6	-0.4	-42	5	0	0.3	-10	8	-7	7
OCCNc1nc2ccccc2n1CCN1CCCCC1	2	-8	-1.4	17	20	-6	-0.3	-14	-3	-14	11
Cc1ccccc1Nc1ncnc2c1cnn2C	1	24	0.1	-10	23	7	0.0	4	-3	1	-7
CCOc1cc(C(=O)NC(C)Cc2cccs2)cc(OCC)c1OCC (centres undefined)	1	-13	-1.3	24	6	20	-0.3	7	4	-22	2
COc1ccc(Cl)cc1S(=O)(=O)N1CCN(C(=O)c2n[nH]c(=O)c3ccccc23)CC1	.	13	1.1	-7	28	29	0.0	22	10	-6	-1
C=C(C)C1CC=C(C)/C(=N/NC(=O)COc2ccccc2C)C1 (centres undefined)	-3	-1	2.4	-26	-24	-15	0.1	-42	6	-10	-5
O=C(NCCc1ccc(F)cc1)c1ccncc1	4	25	-0.1	18	-69	-39	0.7	9	-16	-6	7
C#CCOn1c(-n2nc(C)cc2C)nc2ccccc2c1=O	3	3	0.4	-18	10	-18	-0.1	0	10	-7	-5

In the list so far, these contain a furan ring, fused or not.
SMILES	NR2E3 ag-1	CF NFkB block	iPSC survival up	NR2E3 ag-2	HIF-2a block	Peg3 promoter	aDG glyco act	TWEAK-Fn14 inh	TRPM1 prom inh	Shn3 3UTR inh	KKLEB cytotox
Cc1cccc2c(=O)c(-c3ccc4c(c3)OCO4)c(NC(=O)c3ccco3)oc12	-1	13	0.1	0	-14	-6	0.8	-36	-5	-5	0
COc1ccc(Cl)cc1N(CC(=O)Nc1ccccc1C(=O)NCc1ccco1)S(C)(=O)=O	5	-3	1.1	5	-2	10	0.0	-9	0	-17	9

More structures
SMILES	NR2E3 ag-1	CF NFkB block	iPSC survival up	NR2E3 ag-2	HIF-2a block	Peg3 promoter	aDG glyco act	TWEAK-Fn14 inh	TRPM1 prom inh	Shn3 3UTR inh	KKLEB cytotox
Cc1cc(S(=O)(=O)NCC(C)C)ccc1OCC(=O)NCc1ccccn1	2	0	1.8	-5	23	8	0.1	-3	11	1	0
O=C(COc1ccccc1)N1CCN(C(=O)c2ccco2)CC1	-3	13	1.0	5	-13	15	0.1	36	-6	-26	-14
COc1cc(C)cc(CN2CCC(Cc3ccccc3)CC2)c1O	-3	9	-0.3	-15	10	6	0.2	24	3	12	-1
Cc1ccc(S(=O)(=O)NCCC(c2ccccc2)c2ccccc2)cc1C(=O)O	1	-11	-0.3	-12	15	7	0.0	10	17	-12	18
O=C1[C@H]2[C@@H](c3ccccc3)N[C@]3(CCCN(Cc4ccccc4)C3=O)[C@H]2C(=O)N1Cc1ccccc1	.	-14	4.0	-3	2	-3	-0.3	12	.	4	-13
COc1ccccc1-c1cc(C(=O)N2CCOCC2)no1	-2	4	-0.4	-150	-182	-282	0.0	7	-105	-54	-5
O=C(Nc1ccccc1NC(=O)c1c(F)c(F)c(F)c(F)c1F)c1c(F)c(F)c(F)c(F)c1F	-1	10	-3.1	-19	14	68*	-0.3	-9	13	18	-4
O=C(O)c1ccccc1SC1CC(=O)N(c2cccc3ccccc23)C1=O (centres undefined)	.	-5	1.3	9	8	19	0.1	2	-6	2	12
Cc1ccc(N2C(=O)CC(Cc3cccc(C)c3)C2=O)cc1 (centres undefined)	5	2	-0.3	-9	-14	9	0.8	-13	3	-8	-11
OCC[C@H]1C[C@H](O)[C@@H](O)[C@@]2(Cc3ccccc3O2)O1	1	-3	0.7	3	6	-6	-0.1	-7	0	-2	9
CCN1C(=O)C(CC(=O)Nc2ccccc2Cl)N(NC(=O)c2cccc(F)c2)C1=S (centres undefined)	1	-6	-0.7	15	16	0	0.0	3	9	4	-2
CC(C)COC(=O)N(C)C[C@@H]1OCc2cnnn2CCCC(=O)N([C@H](C)CO)C[C@H]1C	.	-8	1.1	-13	6	-15	-0.3	-5	.	-4	17
C#CCOCCOCCOCCNc1nc(N2CCN(C(=O)[C@H]([C@@H](C)CC)n3cc([C@@H](N)Cc4ccc(O)cc4)nn3)CC2)nc(N2CCN(C(=O)[C@H](Cc3ccc(O)cc3)n3cc([C@@H](N)CC(C)C)nn3)CC2)n1	-3	-10	1.6	11	7	9	-0.3	7	4	-6	1
Cc1cc(C)c(NC(=O)CCCCCNC2CCCCC2)c(C)c1	.	15	-0.6	1	0	-3	0.0	4	1	6	-19
Cc1c(C(=O)Nc2ccccc2F)sc2nc3n(c(=O)c12)CCC3	4	-6	-0.3	-84	-242	-202	-0.1	-7	-76	-91	4
Cc1ccc2c(c1)c(C)c(C)n2CC(O)Cn1nnc2ccccc21 (centres undefined)	2	8	-1.9	-77	-217	-180	-0.2	15	-35	-49	-7
Cc1ccc(Nc2ncnc(Cl)c2N)cc1	.	19	2.2	-12	-110	-44	0.0	-8	-13	-25	-6
O=C(OCc1cn([C@H]2CN(C(=O)c3cccs3)[C@@H](c3ccccc3)C[C@@H]2O)nn1)c1ccccc1	.	-14	2.5	14	-10	-4	0.1	-5	.	0	0
O=C(NCCS(=O)(=O)N1CCN(c2ccccc2F)CC1)c1c(F)cccc1F	4	5	-0.5	29	11	18	0.3	-7	5	-3	-7

Screening data as filed in PubChem.
